Compound activity (PubChem BioAssay)
Peg3 promoter = Peg3 promoter activity inhibition. HeLa PEG-Prom luciferase reporter, luminescence, overnight. inhibition, % at 20 µM. 1.7% of 360,000 active. AID 588405;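 active means inhibition of at least 50% at 20 µM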
Vif inh = blocks HIV Vif function; HEK293T cells, Vif self-association by quenched fluorescence, imaging, 24 h; inhibition, % at 7.49 µM; 0.35% of 340,000 active; AID 602346; in the data active means inhibition above about 50%, passing the limit was not always enough; further: some results filed as inactive read as strong as hits
HIF-2a inh = blocks HIF-2a reporter activity; 786-0 RCC cells HIF-2a reporter, luciferase luminescence, overnight; inhibition, % at 18.8 µM; 0.72% of 360,000 active; AID 624352;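 active means inhibition of the luminescence signal of 40% or more relative to plate controls, in a single-dose primary screen at 18.75 µM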
CaV13 ICDI inh = Primary screen for inhibitors of IQ motif and Ca2+-dependent inactivation inhibitor domain binding in CACNA1D, Förster resonance energy transfer in living cells, …; HEK cells, CFP/YFP FRET ICDI-IQ, plate reader, 10 min; percent FRET-ratio fall versus neutral wells; inhibition, % at 12.3 µM; 0.098% of 340,000 active; AID 743397;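 active means mean replicate inhibition of at least 30% and at least 1% of replicates passing that level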;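 further: 0% = median of the neutral control wells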
NR2E3 ag-1 = NR2E3 (human) agonism | GST-NR2E3/biotin-RetCOR TR-FRET, 1536-well | AID 2300 | inhibition of corepressor binding, % at 4.78 µM | Q9Y5X4 | 0.12% of 320,000 active;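 active means percent inhibition above the cutoff of mean plus 3 SD of all tested compounds, set per screening campaign, cut at about 20% in these data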;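 further: 0% = DMSO wells and 100% = biotin wells as full block of FRET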
Target sequence (Q9Y5X4 whole entry, looked up): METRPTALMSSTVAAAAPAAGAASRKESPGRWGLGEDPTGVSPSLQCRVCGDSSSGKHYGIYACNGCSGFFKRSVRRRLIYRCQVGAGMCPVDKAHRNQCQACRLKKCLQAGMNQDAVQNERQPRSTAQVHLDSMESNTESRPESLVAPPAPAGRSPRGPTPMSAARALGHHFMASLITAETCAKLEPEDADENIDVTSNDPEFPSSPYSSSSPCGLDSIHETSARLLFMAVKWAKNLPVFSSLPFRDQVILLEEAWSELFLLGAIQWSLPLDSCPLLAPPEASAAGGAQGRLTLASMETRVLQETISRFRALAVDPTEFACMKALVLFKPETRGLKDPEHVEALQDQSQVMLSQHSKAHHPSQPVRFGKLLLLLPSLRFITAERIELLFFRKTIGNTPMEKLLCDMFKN
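System: GST-NR2E3 and biotin-RetCOR proteins; probe or stimulus: 7 nM biotin-RetCOR; doses: compound at 4.8 µM, single dose; schedule: Compound–protein incubation for 5 h at 4 °C; detection: time-resolved FRET; read-out: percent inhibition; controls: biotin wells as high control, 0.6% DMSO wells as low control; format: 1536-well plates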
KKLEB tox = CF airway cell cytotoxicity counter-screen; KKLEB CF airway cells viability, ATPlite luminescence, overnight; active compounds read low; cells stimulated with P. aeruginosa culture filtrate; AID 602141; 0.36% of 360,000 active; activity change (cytotoxicity), % at 5 µM;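 active means corrected activity change at or below -50% at 5 µM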
Shn3 inh set2 = inhibitors of Schnurri-3 3'UTR reporter in osteoblasts. Clone20 osteoblast Shn3 3'UTR firefly luciferase, 24 h. inhibition, % at 12.5 µM. 0.52% of 360,000 active. AID 588674;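 active means mean inhibition of at least 75% with every replicate also reaching 75%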;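 further: 0% = median of neutral control wells and 100% = pilot-screen positive control compound; some compounds past the cut are filed as inactive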
PDI turbidity = PDI (human) enzyme inhibition; PDI insulin aggregation turbidity, A650, 90 min; inhibition, % at 10 µM; AID 588391; 0.052% of 350,000 active; P07237;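 active means mean inhibition across replicates of 30% or more, whatever share of single replicates reach that level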;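 further: absorbance from insulin aggregation driven by PDI reduction with DTT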
Target sequence (P07237 whole entry, looked up): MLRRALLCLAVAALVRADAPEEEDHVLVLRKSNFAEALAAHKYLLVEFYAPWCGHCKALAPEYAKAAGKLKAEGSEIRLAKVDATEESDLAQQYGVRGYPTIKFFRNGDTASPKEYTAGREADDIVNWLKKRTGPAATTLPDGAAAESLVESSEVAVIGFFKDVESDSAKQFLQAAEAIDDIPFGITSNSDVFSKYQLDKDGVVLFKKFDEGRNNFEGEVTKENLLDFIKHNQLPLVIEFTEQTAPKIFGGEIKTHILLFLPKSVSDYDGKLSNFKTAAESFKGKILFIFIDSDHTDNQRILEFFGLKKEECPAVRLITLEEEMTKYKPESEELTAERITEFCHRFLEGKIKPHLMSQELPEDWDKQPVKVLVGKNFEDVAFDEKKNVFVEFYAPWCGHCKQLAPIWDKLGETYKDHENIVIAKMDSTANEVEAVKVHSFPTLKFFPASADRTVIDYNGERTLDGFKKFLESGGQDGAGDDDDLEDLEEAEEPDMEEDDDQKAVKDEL
NR2E3 ag-2 = human photoreceptor-specific nuclear receptor agonism. inhibition of corepressor binding, % at 3.98 µM. 0.35% of 360,000 active. Q9Y5X4. CHO-S Gal4-NCOR/VP16-NR2E3 two-hybrid, luciferase. AID 602229;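 active means inhibition above the mean of all tested compounds plus 3 SD, cut at about 70% in these data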;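 further: 0% = DMSO with NR2E3 transfected cells and 100% = cells lacking NR2E3 construct; higher means lower luciferase signal from less NR2E3 corepressor binding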
MITF TRPM1 inh = MITF TRPM1 promoter inhibition in SK-MEL-5 cells; SK-MEL-5 TRPM1 promoter luciferase, 24 h; inhibition, % at 12.5 µM; 0.83% of 330,000 active;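 active means mean inhibition across replicates of 60% or more, whatever share of single replicates reaches that level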; further: values of inactives mirror those of a sister screen read the other way
CF NFkB block = cystic fibrosis NF-kB activation inhibition | KKLEB NF-kB-GFP reporter, PAF-induced, GFP fluorescence overnight | inhibition, % at 5 µM | 0.86% of 360,000 active | AID 588850;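 active means at least 50% inhibition at 5 µM, scaled per plate between neutral and stimulator controls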;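 further: PAF is a Pseudomonas aeruginosa culture filtrate used as stimulus; plate controls were PAF-stimulated DMSO wells for no effect and unstimulated DMSO wells for full effect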
* hit, by the source's call; · = not tested or not shown.

SMILES	Peg3 promoter	Vif inh	HIF-2a inh	CaV13 ICDI inh	NR2E3 ag-1	KKLEB tox	Shn3 inh set2	PDI turbidity	NR2E3 ag-2	MITF TRPM1 inh	CF NFkB block
O=C(Nc1cccc(N2C(=O)C3C4C=CC(C4)C3C2=O)c1)c1cccs1 (stereo unspecified)	14	-2	15	0	5	-5	14	2	-15	7	-7
CC1CCCN(S(=O)(=O)CCNC(=O)c2ccc3c(c2)OCO3)C1 (stereo unspecified)	-5	-3	0	·	1	14	-6	0	-3	9	8
Cc1csc(SCC(=O)c2c(N)n(C)c(=O)n(C)c2=O)n1	-112	0	-112	-4	-2	-9	-28	-12	-54	-29	1
Cn1c(=S)sc2ccc3ccccc3c21	-15	-4	-21	-7	·	10	11	-3	-19	1	-63
O=S(=O)(NC12CC3CC(CC(C3)C1)C2)c1ccc(F)cc1	9	·	5	-4	-2	1	7	-10	-8	4	-4
COc1cc(-c2ccc3oc(-c4ccsc4)cc(=O)c3c2)cc(OC)c1OC	48	-2	-47	-10	·	15	9	3	9	26	-5
CN(Cc1ccccc1)c1ccc(N2C(=O)CCCC2=O)cc1[N+](=O)[O-]	-3	-2	2	-4	4	4	12	-21	-12	-12	-5
CN(Cc1cccc(F)c1)C(=O)CNS(=O)(=O)c1ccc2ccccc2c1	-16	-10	5	-3	2	-3	3	-6	-13	-3	4
C[C@H]1CC[C@]2(O[C@@H](CCO)C[C@@H](O)[C@@H]2O)O1	-5	-3	8	-11	1	22	5	-4	14	2	-22
Cc1ccccc1S(=O)(=O)NC(=O)C1(C)CCN1C(=O)COc1ccc(Cl)cc1 (stereo unspecified)	12	30	11	-10	·	10	-25	4	4	·	4
COc1ccccc1OCCn1c(=O)oc2ccc(C)cc21	5	-5	12	-1	-5	-10	0	-2	1	9	-12
CC(C)NC(=O)C(OC(=O)c1ccccc1)C(OC(=O)c1ccccc1)C(=O)O (stereo unspecified)	9	23	6	-4	3	13	-13	-1	-20	2	-10
CC(=O)Nc1ccc(S(=O)(=O)N(CC(=O)NC2CC2)Cc2ccccc2)cc1	10	·	3	-3	·	-24	-28	0	-3	-5	11
COc1ccc(-c2nc(N)ncc2-c2csc(C)n2)c(O)c1OC	1	-7	21	14	4	-13	5	-17	-7	-3	0
COc1ccc(NC(=O)c2ccc(NC(=O)C(C)C)cc2)c([N+](=O)[O-])c1	5	0	8	-5	-6	-8	-5	-20	-7	8	7
Cc1noc(C)c1C(=O)NCCc1ccc(S(N)(=O)=O)cc1	5	·	10	·	-2	-2	-1	8	6	7	7
CN(CCn1ccnc1)Cc1cn(Cc2ccccc2)nc1-c1ccc2c(c1)OCO2	-8	·	-1	-2	1	0	3	5	5	0	-9
CC(C)NC(=O)C(c1ccc(F)cc1)N(C(=O)CCC(=O)Nc1ccccn1)C1CCCC1 (stereo unspecified)	15	3	6	-4	0	2	-3	-6	-12	7	14
O=C1C=C(c2cccc(O)c2)C[C@@H](c2ccc(F)cc2)C1	-18	-5	-18	-12	1	4	19	0	1	-8	10
CCOCCn1c(-c2ccccc2)nc2ccccc21	-6	3	2	-20	1	-16	-8	0	-9	·	4
CCCCCCNCc1ccc(Br)cc1	-2	5	11	-8	-1	-10	-37	-3	-7	9	-2
COC(=O)c1sccc1NC(=O)c1ccc(C#N)cc1	19	-12	13	·	-1	-7	-7	1	8	·	-4
O=C(NC1CCSc2ccccc21)c1ccccc1Cl (stereo unspecified)	-31	-1	-44	-10	2	-7	-28	8	-26	-7	8
CCc1ccc(C)[n+](CC(=O)c2cccs2)c1	2	4	15	-2	-2	2	8	9	1	9	-8
O=C(COc1ccc(Cl)cc1Cl)Nc1ccccn1	92*	·	81*	-8	2	-92*	71	3	-66	80*	-3
O=C(Nc1nnc(CCN2CCCCC2)s1)c1ccccc1	-37	-1	-49	14	1	8	-8	-2	-19	-18	-27
O=C1CCCC(O)=C1C=Nc1ccc(O)cc1	-8	20	3	·	0	10	11	22	-16	14	-6
Cc1cc(C)cc(COc2ccc3c(C)c(CC(=O)O)c(=O)oc3c2C)c1	-11	5	-27	-19	0	0	-21	-12	-14	-14	11
CCC1CCCCN1S(=O)(=O)c1ccc(NC(=O)C2CCCO2)cc1 (stereo unspecified)	11	-8	6	-3	3	-10	0	5	-16	-7	-15
C=CCn1c(SCc2nc3sc(C(=O)O)c(C)c3c(=O)[nH]2)nnc1-c1ccccc1	4	2	5	-5	0	-2	3	5	9	1	-8
CC1(CC(=O)N/N=C/c2ccc(-c3ccc(C(=O)O)cc3)o2)OCCO1	-7	-1	-1	-7	-1	0	-8	3	-24	-3	4
CCCOc1ccc(/C=C2\SC(N)=NC2=O)cc1OC	-14	-6	-12	-3	-3	5	0	-3	7	5	-2
COc1ccc(Cl)c2sc(N(CCN(C)C)C(=O)CCS(=O)(=O)c3ccc(C)cc3)nc12	18	1	2	-2	-2	-12	-4	6	16	5	17
Cc1ccc(NC(=O)COC(=O)c2ccc([N+](=O)[O-])s2)c(C)c1	19	0	9	-19	0	-10	-6	0	12	9	-2
O=C1c2ccccc2NC2CCCCCN12 (stereo unspecified)	-15	3	5	-3	0	-2	-8	-9	-30	-2	-4
O=C(O)C1C2C=CC(O2)C1C(=O)Nc1ccc(S(=O)(=O)Nc2ccccc2)cc1 (stereo unspecified)	8	8	-10	-8	6	10	1	2	24	10	-10
CCN(CC)CCNC(=O)c1ccc(NC(=O)c2cc(S(=O)(=O)N3CCCCC3)ccc2N2CCOCC2)cc1	9	3	13	-6	·	2	6	-5	-3	-17	0
CN(C)c1cccc(CNC(=O)c2ccc3sc([C@@H]4O[C@H](CO)[C@H](O)[C@H](O)[C@H]4O)nc3c2)c1	5	-3	4	-6	·	-9	10	-2	9	·	8
CCOc1ccc(NC(=O)NCc2cccn2C)cc1	-91	-6	-99	-4	0	10	-23	5	-39	-21	-26
O=C(CCCCl)NC1=NN(c2ccccc2)C(=O)C1	-16	-2	-5	-3	-5	9	-18	3	-33	0	-6
O=C(NCCCN1CCCC1=O)Nc1ccc(Cl)cc1Cl	-26	-3	-38	-2	-6	-8	2	3	-12	-8	-12
CC1CSc2ccccc2NC1=S (stereo unspecified)	-18	3	1	-3	2	-2	2	1	-9	-8	-14
C=CCn1c(=O)c2ccccc2n2nnc(C(=O)OCC)c12	4	17	-6	11	0	0	-5	1	-2	·	-13
CCN1CCN(c2ccc(N=Cc3ccc(O)cc3O)cc2)CC1	-5	8	13	4	-1	-2	-22	8	-2	12	-11
CCN(CC)CCN1C(=O)C(O)=C(C(=O)c2ccco2)C1c1ccccn1 (stereo unspecified)	18	·	7	-6	1	16	-3	-7	7	7	-12
COc1cc2c(cc1OC)CN(C(=O)C1(c3ccccc3)CC1)CC2	4	-4	22	-6	0	5	11	1	7	7	8
COCCNC(=O)C(c1ccc(C)cc1)N(Cc1ccco1)C(=O)CCC(=O)Nc1ccccn1 (stereo unspecified)	-10	6	2	-2	2	-1	-7	0	-10	2	6
Cc1ccnc(SCCn2c(N3CCN(C)CC3)nc3c2c(=O)n(C)c(=O)n3C)n1	6	-15	16	-14	3	1	11	3	0	7	-14
COCCn1c(C)cc(C(=O)COC(=O)/C=C/c2ccc(OC)cc2OC)c1C	-20	4	-38	-6	·	14	31	-11	-22	15	-9
CCc1ccc2[nH]c3nc(C)cc(C)c3c(=O)c2c1	-165	-6	-164	-23	-6	8	-38	-6	-92	-80	-26
O=C(Nc1ccc(F)cc1)c1ccc(CN2CCc3ccccc3C2)cc1	19	-23	-27	-2	4	-6	28	6	17	-12	10
Cc1ccc(S(=O)(=O)NCc2cc(=O)n(C)c(=O)n2C)cc1C	-1	0	5	-7	-1	13	-11	2	-14	6	-11
Cc1ccsc1CNC(=O)C1(C)CCN1C(=O)C(C)C (stereo unspecified)	-10	7	2	-5	·	10	0	1	8	·	-10
COc1ccc(CN(C)CC(=O)NC(C)c2ccccc2)c(OC)c1 (stereo unspecified)	22	7	12	-7	-5	2	-19	1	-27	-5	9
COC(=O)c1cc(C#N)c(Oc2ccccc2)nc1C	-51	-4	-31	-1	-1	6	23	-12	-16	6	-7
CCCOc1ccc(N2C(=O)CC(NCCNc3ccc(S(=O)(=O)CC)cc3)C2=O)cc1 (stereo unspecified)	-2	3	2	-5	3	-7	5	-7	-3	5	4
O=C(NCc1cccs1)C1CC(=O)N(c2ccccc2)C1 (stereo unspecified)	18	·	19	-9	-2	1	4	10	-4	4	16
O=C(CSc1cccc[n+]1[O-])N1CCCc2ccccc21	5	4	0	3	-4	-2	13	0	13	18	-6
O=C(CN1CCCCC1)Nc1ccc(F)c(Cl)c1	-3	-2	-4	1	3	0	-6	-4	-13	-1	2
COc1ccc(CNC(=O)CN(c2cccc(OC)c2)S(C)(=O)=O)cc1	3	8	-7	-8	1	5	-16	-3	1	-1	19

Whole records as entered above. Values in the order: Peg3 promoter, Vif inh, HIF-2a inh, CaV13 ICDI inh, NR2E3 ag-1, KKLEB tox, Shn3 inh set2, PDI turbidity, NR2E3 ag-2, MITF TRPM1 inh, CF NFkB block
COC(=O)c1cc(C#N)c(Oc2ccccc2)nc1C is entered as -51, -4, -31, -1, -1, 6, 23, -12, -16, 6, -7
COc1ccc(CNC(=O)CN(c2cccc(OC)c2)S(C)(=O)=O)cc1 is entered as 3, 8, -7, -8, 1, 5, -16, -3, 1, -1, 19
COCCn1c(C)cc(C(=O)COC(=O)/C=C/c2ccc(OC)cc2OC)c1C is entered as -20, 4, -38, -6, ·, 14, 31, -11, -22, 15, -9
C=CCn1c(=O)c2ccccc2n2nnc(C(=O)OCC)c12 is entered as 4, 17, -6, 11, 0, 0, -5, 1, -2, ·, -13
O=C(Nc1ccc(F)cc1)c1ccc(CN2CCc3ccccc3C2)cc1 is entered as 19, -23, -27, -2, 4, -6, 28, 6, 17, -12, 10

Next structures follow:
SMILES	Peg3 promoter	Vif inh	HIF-2a inh	CaV13 ICDI inh	NR2E3 ag-1	KKLEB tox	Shn3 inh set2	PDI turbidity	NR2E3 ag-2	MITF TRPM1 inh	CF NFkB block
COc1ccccc1NC(=O)c1cccc(S(=O)(=O)N2CCOCC2)c1	0	12	8	-5	3	12	15	-1	6	-8	-20
CCCCNC(=O)C1(C)CCN1C(=O)Cc1cccc2ccccc12 (stereo unspecified)	8	-10	9	-5	·	10	-15	7	-9	·	-7
Cc1cn(CC(=O)NCCCc2ccccc2)c(=O)[nH]c1=O	-7	0	6	-7	·	7	7	-5	11	-1	-11
CC(=O)Nc1ccc(S(=O)(=O)Nc2cccc(-c3nc4cc(C)ccc4o3)c2)cc1	-51	-2	-77	-14	2	12	38	0	-16	-2	-9
COC(=O)c1ccccc1NC(=O)c1ccc(F)cc1	18	0	-24	-6	4	1	-6	3	9	-3	-20
Cc1ccc(CNC(=O)C(=O)NCC2OCCCN2S(=O)(=O)c2ccc(F)cc2)cc1 (stereo unspecified)	9	0	7	-3	-1	-8	16	8	-6	-7	0
